Screening results from PubChem.
GPR151 ag: activators of human GPR151, primary screen, cell-based, PathHunter beta-arrestin, luminescence | G-protein coupled receptor 151 (Homo sapiens), Q8TDV0 | PathHunter beta-arrestin GPR151 cells | activation, % at 11.2 µM | 1% of 650,000 active; in the data active means activation above about 4.9%;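 further: 0% = median of compound wells and 100% = cells with positive control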
FBW7 activator: FBW7 E3 ligase activators, primary screen, biochemical, AlphaScreen, human; AlphaScreen FBW7–phospho-cyclin E peptide binding, activator screen; normalized activity (activation), % at 26.1 µM; 0.13% of 650,000 active; AID 1259310, 2017; in the data active means normalized activity above about 1.9%;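 further: purified mutant Fbw7 with reduced substrate affinity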
Target sequence (Q969H0 whole entry, looked up): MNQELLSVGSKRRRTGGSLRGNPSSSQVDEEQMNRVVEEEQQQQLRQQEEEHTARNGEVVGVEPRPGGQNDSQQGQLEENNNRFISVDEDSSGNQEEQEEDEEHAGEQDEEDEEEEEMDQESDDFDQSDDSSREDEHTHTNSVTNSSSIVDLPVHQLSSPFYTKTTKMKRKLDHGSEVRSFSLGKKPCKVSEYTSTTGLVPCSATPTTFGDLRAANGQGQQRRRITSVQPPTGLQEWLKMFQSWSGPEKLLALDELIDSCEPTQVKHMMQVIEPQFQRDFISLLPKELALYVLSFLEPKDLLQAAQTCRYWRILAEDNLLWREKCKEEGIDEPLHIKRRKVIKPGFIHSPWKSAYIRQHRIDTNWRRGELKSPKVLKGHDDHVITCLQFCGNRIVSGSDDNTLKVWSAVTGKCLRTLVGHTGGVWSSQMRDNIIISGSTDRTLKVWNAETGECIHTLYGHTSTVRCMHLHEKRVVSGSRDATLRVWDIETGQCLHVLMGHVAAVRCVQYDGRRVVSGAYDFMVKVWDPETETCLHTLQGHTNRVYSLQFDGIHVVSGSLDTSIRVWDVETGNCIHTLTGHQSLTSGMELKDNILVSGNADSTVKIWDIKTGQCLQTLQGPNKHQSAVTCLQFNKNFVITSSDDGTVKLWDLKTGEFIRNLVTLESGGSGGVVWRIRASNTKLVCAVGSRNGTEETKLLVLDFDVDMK
TEAD-YAP inh: TEAD-YAP interaction inhibition, primary screen, TEAD-YAP interaction inhibitor project, luminescence, HEK-TIYL cells; TEAD-Gal4/YAP UAS-luciferase luminescence; inhibition, % at 9.12 µM; 1.4% of 640,000 active; in the data active means inhibition above about 32%;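 further: 0% = median of test compound wells and 100% = reference inhibitor wells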
MITF primary: MITF inhibitors, primary screen, biochemical, AlphaScreen, human | Microphthalmia-associated transcription factor (Homo sapiens), O75030 | AlphaScreen MITF homodimerization, bead proximity signal | inhibition, % at 2.6 µM | 0.91% of 650,000 active | AID 1259374, 2018; in the data active means inhibition above about 50%;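 further: 0% = vehicle wells with protein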
* hit, by the source's call; nt = not tested or not shown.

SMILES | GPR151 ag | FBW7 activator | TEAD-YAP inh | MITF primary
COc1ccccc1-n1cc(C(=O)NCC(=O)Nc2ccc(C)c(F)c2)c2ccccc2c1=O | -0.8 | -0.2 | -8.4 | -14.3
O=C(Nc1ccc(Cl)cc1)c1nn2cccnc2c1Cl | 0.0 | 0.0 | -65.9 | 4.7
COc1cc(Nc2ccnc(-c3c(C)noc3C)n2)cc(OC)c1OC | -2.2 | -0.1 | -3.1 | 4.8
CC(=O)Nc1nc2ccc(C)cc2s1 | -8.2 | 0.2 | -18.5 | -26.7
COCCNC(=O)c1cn(C[C@H]2CCCN(C(=O)c3ccncc3)C2)nn1 | -0.1 | 0.0 | -0.6 | 19.1
Nc1nc(Nc2ccncn2)nc2c1ncn2Cc1ccc(C(F)(F)F)cc1 | -0.5 | 0.0 | -27.4 | 7.8
O=C(Nc1ccc2[nH]ncc2c1)c1ccccc1Oc1ccccc1 | 0.2 | 1.3 | 4.7 | 17.6
O=C1CSC(c2cccc(F)c2)N1c1ccc(F)cc1F (stereo not given) | -0.7 | 0.1 | 1.3 | 4.3
Cc1cccc(CN[C@H]2C[C@H]3C(=O)N[C@@H](CCCCN)C(=O)N3C2)c1 | -1.3 | -0.1 | -13.7 | -6.8
CCOC(=O)CC(=O)CSc1ncnc2sc3c(c12)CCCC3 | 0.7 | 0.0 | 0.1 | 8.0
COc1ccc(S(=O)(=O)NCc2ccco2)cc1[N+](=O)[O-] | -1.9 | -0.1 | -1.2 | 7.4
Clc1cccc(CN2CCOCC2)c1Cl | 9.9* | 0.4 | 2.2 | 60.0*
CC1(C)CC(=O)C(/C=N/n2c(-c3ccccc3)nc3ccccc3c2=O)=C(O)C1 | -0.1 | 0.0 | -10.3 | -9.6
O=C(NCCSCc1ccccc1)c1ccc(C2SCC(=O)N2Cc2ccccc2)cc1 (stereo not given) | 1.0 | 0.1 | -10.8 | 3.4
CC(=O)Nc1ccccc1C(=O)C(=O)Nc1cccc(F)c1 | 0.0 | 0.4 | -6.7 | 15.8
O=C(CN1C(=O)c2ccccc2C1=O)Nn1c(-c2ccccc2F)nc2ccccc2c1=O | 1.3 | 1.3 | -9.2 | 17.7
NC(=O)CSc1nnc(COc2ccc3ccccc3c2)n1-c1ccccc1 | -0.6 | 0.0 | -6.8 | -6.6
Cc1cccc(Cc2nnc(CCC(=O)NCc3cnc4ccccn34)o2)c1 | -0.5 | 0.2 | 14.6 | 1.1
CCCCc1cc2c(=O)c(-c3cc4ccccc4o3)coc2cc1O | 2.1 | 0.0 | -2.3 | 5.5
CCOc1cccc(C(=O)Nc2ccc3oc(-c4ccc(Cl)c(Cl)c4)nc3c2)c1 | 0.0 | 0.0 | 4.8 | 4.2
CN1CCN(Cc2n[nH]c(=S)n2-c2ccccc2Cl)CC1 | 0.4 | -0.4 | -5.6 | 38.1
COc1ccc(C2C(C(=O)NCc3ccco3)c3cc(OC)c(OC)cc3C(=O)N2C)cc1OC (stereo not given) | 0.1 | -0.1 | -8.5 | 1.4
Cc1ccc(N2CCN(S(=O)(=O)c3ccc([N+](=O)[O-])cc3)CC2C)cc1 (stereo not given) | -1.0 | -0.1 | 10.1 | -10.8
Cc1ccccc1C(=O)N1CCc2nnc(CNC(=O)c3ccncc3)n2CC1 | -1.8 | 0.1 | -4.3 | 9.4
Cc1cc(NC(=O)CSc2nc3ccsc3c(=O)n2CCCC(=O)NCc2ccc3c(c2)OCO3)no1 | 0.0 | 0.0 | 0.5 | -1.7
CCCNC(=S)Nc1ccccc1C | 1.1 | -0.1 | 1.6 | 12.2
Cc1ccc(SCC(=O)Nc2cccc(C(=O)NC(C)(C)C)c2)cc1 | -1.0 | -0.2 | -11.9 | -0.2
CC1=C(C(=O)N2CCOCC2)C(c2ccccc2OC(C)C)C2=C(CCCC2=O)N1 (stereo not given) | 1.3 | -0.1 | 10.3 | 0.2
COc1ccc(NC(=O)CSc2nnc(C(C)C)c3cnn(-c4ccccc4)c23)c(OC)c1 | 0.1 | -0.2 | 13.7 | 0.1
Cc1ccc(S(=O)(=O)c2nnn3c2nc(NCc2ccco2)c2sccc23)cc1 | 0.2 | -0.2 | -9.3 | -4.8
CC1CCCCN1C(=O)Cn1nnc2c(cnn2-c2ccccc2)c1=O (stereo not given) | -1.4 | 0.6 | 1.5 | 31.7
Cc1cc(Br)c2c(c1)C1(OCCO1)C(=O)N2 | -0.1 | -0.1 | -10.1 | 3.8
Cc1cccc(NC(=O)CC2SC(=Nc3ccccc3)NC2=O)c1 (stereo not given) | -0.3 | 0.0 | 3.6 | -1.1
CN(C)C(=O)C1C2NC(=S)N(c3ccc(Br)cc3)C1(C)Oc1ccc(Cl)cc12 (stereo not given) | -0.9 | -0.1 | 8.3 | 68.1*
Cn1nnnc1SCC(=O)N1CCN(c2ccccc2)CC1 | 0.6 | -0.2 | 17.3 | 7.0
O=C(CCC(=O)Nc1ccc(F)cc1)N/N=C/c1cc([N+](=O)[O-])ccc1O | 0.0 | -0.1 | -2.0 | 11.9
Cc1noc(C)c1C(=O)N1CCC(c2[nH]ncc2Cc2ccccc2)CC1 | 0.0 | 0.1 | -4.9 | 12.2
Cc1cc(C)cc(N2CC(c3nc4ccccc4[nH]3)CC2=O)c1 (stereo not given) | -0.9 | -0.1 | 12.8 | 1.7
CCOc1cc(C2C(C#N)=C(N)OC3=C2C(=O)CC(c2ccco2)C3)cc([N+](=O)[O-])c1O (stereo not given) | -0.9 | 0.0 | -13.1 | 5.7
O=C(Nc1c(Cl)cccc1Cl)N[C@H]1C[C@H]2C(=O)N[C@H](Cc3ccccc3)C(=O)N2C1 | 1.7 | -0.1 | 7.8 | 8.8
O=C1CCC([N+](=O)[O-])C(c2ccc(F)c(Br)c2)N1 (stereo not given) | 1.5 | 0.5 | 3.9 | 5.1
COc1ccc(CN[C@H]2C[C@H]3C(=O)N[C@H](CC(C)C)C(=O)N3C2)cc1Cn1cccn1 | 0.4 | -0.2 | -7.1 | -1.7
Cc1ccc(NC(=O)C2C3C=CC4(O3)C2C(=O)N(C2CC2)C4C(=O)NC2CCCCC2)cc1Cl (stereo not given) | 0.1 | 0.0 | -4.4 | -8.4
O=c1c2c3c(sc2nc(SCCO)n1-c1ccccc1)CCCC3 | 2.5 | 0.0 | -7.4 | 9.6
Cc1cccc(NC(=O)Cn2cnc3c2c(=O)n(C)c(=O)n3C)c1 | -0.3 | -0.2 | -1.2 | 5.4
CCCCN1C(=O)C2ON(c3ccccc3)C(c3cc(Br)ccc3O)C2C1=O (stereo not given) | 0.3 | 0.9 | 6.0 | 14.7
CCc1nnc(NC(=O)c2ccc3c(c2)C(=O)N(C(C)(C)C)C3=O)s1 | 1.7 | 0.5 | -40.1 | -13.4
Cc1sc2nc(C(C)C)nc(SCC(=O)N3CCCC3)c2c1C | -0.8 | 0.3 | -15.3 | 30.0

Rewritten with values under each structure: part of the list above
Results follow in this order: GPR151 ag, FBW7 activator, TEAD-YAP inh, MITF primary
- Cc1cccc(CN[C@H]2C[C@H]3C(=O)N[C@@H](CCCCN)C(=O)N3C2)c1
  -1.3, -0.1, -13.7, -6.8
- CCOC(=O)CC(=O)CSc1ncnc2sc3c(c12)CCCC3
  0.7, 0.0, 0.1, 8.0
- COc1ccc(S(=O)(=O)NCc2ccco2)cc1[N+](=O)[O-]
  -1.9, -0.1, -1.2, 7.4
- Clc1cccc(CN2CCOCC2)c1Cl
  9.9*, 0.4, 2.2, 60.0*
- CC1(C)CC(=O)C(/C=N/n2c(-c3ccccc3)nc3ccccc3c2=O)=C(O)C1
  -0.1, 0.0, -10.3, -9.6
- O=C(NCCSCc1ccccc1)c1ccc(C2SCC(=O)N2Cc2ccccc2)cc1 (stereo not given)
  1.0, 0.1, -10.8, 3.4
- CC(=O)Nc1ccccc1C(=O)C(=O)Nc1cccc(F)c1
  0.0, 0.4, -6.7, 15.8
- O=C(CN1C(=O)c2ccccc2C1=O)Nn1c(-c2ccccc2F)nc2ccccc2c1=O
  1.3, 1.3, -9.2, 17.7
- NC(=O)CSc1nnc(COc2ccc3ccccc3c2)n1-c1ccccc1
  -0.6, 0.0, -6.8, -6.6
- Cc1cccc(Cc2nnc(CCC(=O)NCc3cnc4ccccn34)o2)c1
  -0.5, 0.2, 14.6, 1.1

Carrying on:
SMILES | GPR151 ag | FBW7 activator | TEAD-YAP inh | MITF primary
CCCOc1ccc(C(=O)Nc2ccc3nn(-c4ccc(CC)cc4)nc3c2)cc1 | -0.4 | 0.0 | 7.2 | -3.5
Cc1cc(C)nc(/N=C(\N)Nc2cccc([N+](=O)[O-])c2)n1 | -0.4 | 0.0 | 2.6 | 3.3
Cc1nc(N)sc1-c1csc(Nc2cccc(Cl)c2C)n1 | -0.2 | -0.5 | 3.7 | -6.4
O=C(Cn1c(NCCCO)nc2ccccc21)c1ccc(Cl)cc1Cl | 2.9 | 0.1 | 5.7 | 15.1
C/C(O)=C1/C(=O)NC2(C)CC1c1cc(Cl)ccc1O2 (stereo not given) | 0.2 | 0.0 | -11.0 | 0.3
O=C1N[C@H](Cc2ccccc2)C(=O)N2CCN(CCc3ccccc3)C[C@H]12 | 1.7 | -0.1 | 14.6 | 4.0
O=c1[nH]c2ccccc2nc1C(F)(F)C(F)F | 1.1 | -0.1 | 6.2 | -7.7
COc1cccc(CN2CCN(C(=O)c3cccc(Cl)c3)CC2)c1OC | 0.0 | -0.3 | -5.6 | 44.9
CC(=O)Nc1ccccc1-c1n[nH]c(=S)[nH]c1=O | -0.7 | 0.0 | 11.9 | 7.5
COC(=O)c1ccc(NC(=O)c2ccc3c(c2)C(=O)N(c2cccc(C)c2)C3=O)cc1 | 1.7 | -0.1 | -0.1 | 1.9
CCc1nnc(-c2ccc(NC(=O)c3cccc(OC)c3)cc2)o1 | 0.7 | 0.0 | 0.1 | -7.4
COCCN(C(=O)Nc1cccc(C(C)=O)c1)C1CCN(c2nccc(OC)n2)CC1 | 1.1 | 0.0 | 1.6 | 11.2
COc1cccc(-c2cncc(-c3cccc(NC(C)=O)c3)n2)c1 | -1.4 | 0.7 | -22.0 | 18.0
O=C(c1ccc(F)cc1)N1CCN2C(=O)[C@@H]3CCCN3C(=O)[C@H]2C1 | -1.1 | 0.1 | -0.8 | 15.6
NC(=O)CSc1nc2ccc(Cl)cc2[nH]1 | -0.6 | -0.2 | 0.1 | -5.2
CC(C)(C)n1nc2c(c1NC(=O)c1ccccc1C(F)(F)F)CSC2 | 0.5 | -0.1 | 8.1 | -10.2
O=C(Nc1cccc2ccccc12)NC1CC(=O)N(c2ccc(F)cc2)C1 (stereo not given) | 1.0 | 0.0 | 4.8 | 12.4
Cc1ccc(C2CC(C(F)(F)F)n3nc(C(=O)Nc4c(C)n(C)n(-c5ccccc5)c4=O)cc3N2)cc1 (stereo not given) | -2.0 | 0.9 | 4.2 | 5.2
Cc1cc(C)c(NC(=O)CN2CCC(C(N)=O)CC2)c(C)c1 | -0.4 | -0.1 | 2.8 | -6.6
COCCNC(=S)N1CCC(NC(=O)c2ccc(OC)c(OC)c2)CC1 | 1.7 | 0.1 | -8.1 | 23.6
COc1ccc(C2(C)NC(=O)N(N)C2=O)cc1 (stereo not given) | -1.1 | 0.0 | 2.2 | -3.2
COc1ccc(C2CC(=O)C3=C(C2)NC(C)=C(C(=O)OCCOc2ccccc2)C3c2ccc(Cl)cc2)cc1 (stereo not given) | -0.5 | 0.2 | 7.7 | 5.4
COc1ccc(-c2cc(C(=O)Nc3cccc(Cl)c3)c3ccccc3n2)cc1 | 0.2 | -0.1 | -1.7 | -4.1
O=c1[nH]c(=O)n(-c2ccccc2Cl)c(O)c1C=Nc1cccc(Cl)c1 | -0.1 | 0.3 | 6.7 | 15.0
O=C(Cn1nnc2ccccc21)N/N=C/c1cc(Cl)ccc1O | -0.3 | 0.0 | 6.2 | 16.6
c1ccc(COc2cccc(C3Nc4cccc5cccc(c45)N3)c2)cc1 | 1.0 | -0.1 | -3.3 | -6.1
COc1ccc(CCn2c(-c3ccc(Cl)cc3)cn3c4c(=O)n(C)c(=O)n(C)c4nc23)cc1OC | 0.2 | 0.0 | -3.1 | 6.9
Cc1cccc(NC(=O)CNS(=O)(=O)c2ccccc2)c1 | -2.0 | -0.3 | -13.4 | 3.2
Cc1ccc(N(CC(O)Cn2c3ccccc3c3ccccc32)S(=O)(=O)c2ccc(C)cc2)cc1 (stereo not given) | -1.8 | 0.0 | -10.6 | -5.9
CC(=O)c1ccc(Sc2nnnn2-c2ccccc2)c([N+](=O)[O-])c1 | -1.7 | 0.2 | 33.2* | 4.2
N#Cc1cc2c(=O)n3ccccc3nc2n(Cc2ccccc2)c1=NC(=O)c1ccncc1 | -0.6 | -0.1 | 2.7 | -14.5
COc1ccc(C(=O)c2sc(Nc3ccc(F)cc3)nc2N)cc1OC | -0.2 | -0.1 | 7.5 | 9.1
COc1ccc(CC(=O)Nc2c3c(nn2C(C)(C)C)CS(=O)(=O)C3)cc1OC | -0.2 | nt | nt | -2.4
COc1ccc(N(Cc2ccccc2C#N)S(=O)(=O)/C=C/c2ccccc2)cc1 | -0.9 | 0.1 | -7.1 | 8.8
CC1(C)CC(=O)C2=C(C1)OC(N)=C(C#N)C2c1cccs1 (stereo not given) | -1.1 | -0.1 | -8.8 | 7.5
COc1ccc(-c2cc3c(=O)n(CC(=O)NCCCOC(C)C)ncn3n2)cc1 | -0.5 | 0.0 | -22.8 | 1.0
